# Assay outcomes as filed in PubChem BioAssay.
# MEKK3 PB1 HTS = MEKK3-MEK5 PB1 interaction, increase or decrease | AID 1529 | Q99759 | hit rate 1.4% among 290,000 | binding response (% of control), % at 10 µM | bead-based flow cytometry, Alexa488-MEK5 binding to MEKK3; actives lie on both sides; 0 = blocked by unlabeled MEK5, 100 = vehicle;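 active means binding response more than 3 SD above or below the average of its plate-row segment, actives on both sides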;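 further: Alexa488 bead fluorescence after subtracting the streptavidin-only scavenger bead signal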
# PfM18AAP inh = PfM18AAP enzyme inhibition; hit rate 1.2% among 290,000; recombinant PfM18AAP, H-Glu-NHMec fluorogenic cleavage; inhibition, % at 7.35 µM;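 active means inhibition above the campaign mean inhibition over all tested compounds plus 3 SD, cut at about 28% in these data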;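 further: 0% = plate median of test compound wells and 100% = 2 mM ZnCl2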
# MEKK2 mut-MEK5 = signal of MEK5 binding to mutant human MEKK2 PB1 domain. percent response, % at 10 µM. AID 1530. bead flow cytometry, Alexa488-MEK5 binding to MEKK2 mutant. hit rate 0.35% among 290,000; in the data active means percent response above about 24%, passing the limit was not always enough; further: inactives centre near 1; some results filed as inactive read as strong as hits; reference of the scale not given here
# IDE cell activ = boosts human insulin-degrading enzyme activity in HEK cells. FAbeta-B cleavage, fluorescence polarization; 0% vehicle, 100% cell-free pure enzyme wells. hit rate 0.073% among 340,000. AID 493087. activation, % at 5.96 µM. P14735;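 active means activation above the mean of all tested compounds plus 3 SD, set per screening campaign, cut at about 17% in these data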
# Target sequence (P14735 whole entry, looked up): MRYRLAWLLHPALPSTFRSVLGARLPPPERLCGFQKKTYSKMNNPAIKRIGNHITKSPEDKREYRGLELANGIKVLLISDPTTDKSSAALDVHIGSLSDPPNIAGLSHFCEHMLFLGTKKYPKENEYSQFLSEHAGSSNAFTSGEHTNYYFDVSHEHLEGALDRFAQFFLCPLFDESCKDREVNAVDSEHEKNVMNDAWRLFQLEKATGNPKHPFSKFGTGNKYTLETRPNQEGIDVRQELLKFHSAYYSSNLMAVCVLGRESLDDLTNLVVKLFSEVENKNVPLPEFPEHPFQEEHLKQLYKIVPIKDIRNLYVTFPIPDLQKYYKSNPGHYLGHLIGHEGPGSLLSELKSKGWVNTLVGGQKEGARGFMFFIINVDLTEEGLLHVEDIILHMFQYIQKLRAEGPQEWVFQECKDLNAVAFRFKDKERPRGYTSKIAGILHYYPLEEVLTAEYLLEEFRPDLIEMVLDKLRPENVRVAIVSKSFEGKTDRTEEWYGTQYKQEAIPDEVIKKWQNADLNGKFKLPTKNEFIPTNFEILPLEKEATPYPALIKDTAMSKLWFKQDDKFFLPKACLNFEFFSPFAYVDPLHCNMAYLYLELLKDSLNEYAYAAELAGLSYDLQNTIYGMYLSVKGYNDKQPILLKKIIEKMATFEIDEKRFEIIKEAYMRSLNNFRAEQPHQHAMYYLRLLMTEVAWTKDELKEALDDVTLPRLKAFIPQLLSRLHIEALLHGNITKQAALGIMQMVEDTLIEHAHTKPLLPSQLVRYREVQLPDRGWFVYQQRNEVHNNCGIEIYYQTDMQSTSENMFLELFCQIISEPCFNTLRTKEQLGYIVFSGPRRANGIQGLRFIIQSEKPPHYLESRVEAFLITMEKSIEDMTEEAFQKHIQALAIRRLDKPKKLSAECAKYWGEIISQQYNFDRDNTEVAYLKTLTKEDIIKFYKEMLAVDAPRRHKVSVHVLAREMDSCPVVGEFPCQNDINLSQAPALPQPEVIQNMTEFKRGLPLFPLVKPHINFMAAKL
# UBC9 SUMO inh = SUMOylation inhibition; hit rate 0.36% among 290,000; HTRF SUMOylation assay, SAE1/SAE2 + UBC9, in vitro; P63279; inhibition, % at 35 µM; in the data active means inhibition above about 50%, passing the limit was not always enough; further: strong numbers were not always called active
# MEKK2wt PB1 HTS = raises or lowers MEK5 binding to wildtype human MEKK2 PB1 domain; AID 1531; hit rate 1.1% among 290,000; binding response (% of control), % at 10 µM; bead flow cytometry, Alexa488-MEK5 binding to MEKK2 WT; actives lie on both sides; in the data active means binding response below about 67% or above about 130%
# IDE cell inh = inhibits human insulin-degrading enzyme in HEK cells. P14735. FAbetaB cleavage, fluorescence polarization. inhibition, % at 5.59 µM. hit rate 0.41% among 320,000. AID 434962;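 active means percent inhibition above the average of all tested compounds plus 3 SD, set per screening campaign, cut at about 16% in these data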;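 further: IDE supplied by intact live HEK cells; FP after avidin binding of uncleaved biotin substrate so inhibition keeps polarization high; 0% = DMSO wells and 100% = 60 µM reference IDE inhibitor Ii1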
# NALP1 inh = blocks the NALP1 inflammasome reconstituted in yeast; S. cerevisiae NALP1/ASC/caspase-1 growth, X-gal OD620, 72 h; inhibition, % at 10 µM; hit rate 0.61% among 280,000; in the data active means inhibition mostly above about 24%, no sharp cut-off; inactive means mostly below about 32%; further: some compounds called inactive have numbers as strong as hits
# pCIP destab = lowers stability of the mouse p/CIP coactivator protein; Q05BA5; F442A p/CIP-EGFP cells, EGFP fluorescence, 16 h; decrease of EGFP signal, % at 10 µM; hit rate 0.01% among 290,000; AID 1984;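 active means EGFP signal decrease of at least 30% at 10 µM or well 3 SD below plate mean, unless failing retest; inactive means the rest, including hits failing retest or dose response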; further: some compounds called inactive have numbers as strong as hits; many of its hits are not listed in these tables
# Numbers without * were called inactive; / = not tested or not shown. Some of the compounds tested; rates above refer to the full screens.
SMILES,MEKK3 PB1 HTS,PfM18AAP inh,MEKK2 mut-MEK5,IDE cell activ,UBC9 SUMO inh,MEKK2wt PB1 HTS,IDE cell inh,NALP1 inh,pCIP destab
COc1ccc(CCNC(=O)CN2C(=O)CSc3ccc(S(=O)(=O)N4CCOCC4)cc32)cc1OC,97,-12,-1,9,4,95,1,11,-33
OCC#CCSc1nnc(-c2ccccc2Br)o1,102,1,3,3,10,99,1,11,-9
CCOC(=O)N1CCN(Cc2nc(-c3ccc(C)cc3)no2)CC1,98,-3,-2,1,2,101,7,35,1
Cn1c(SCC(=O)NNC(=O)c2ccccc2)nnc1C1CC1,104,-1,5,-1,-2,106,-8,16,-3
COC(=O)c1ccc(CN(c2ccc(C)cc2)S(=O)(=O)c2ccc3c(c2)OCCO3)o1,106,-15,-3,-5,-17,105,-5,14,-8
O=C(Nc1sc2c(c1C(=O)O)CCC2)c1ccccc1Cl,103,-4,1,0,7,103,-5,20,-6
O=C(O)CCCNC(=O)/C(=C\C=C\c1ccccc1)NC(=O)c1ccccc1Cl,112,0,0,8,13,102,-2,18,-13
O=c1c2cc(Br)ccc2nc(-c2cccc(Cl)c2)n1O,101,-5,2,4,12,103,-1,7,-10
COC(=O)[C@@H](Cc1ccc(O)cc1)NC(=O)[C@H]1CCC(=O)N1C(=O)OCc1ccccc1,99,4,-1,6,11,101,8,23,2
CC1=C(C(=O)NC(C)C)C2(CCC(C)CC2)OC1=O (stereo not given),111,-4,14,0,-13,117,2,-1,0
CCCCn1c(N)c(N(CCOC)C(=O)COC(=O)/C=C/c2ccc(Br)cc2)c(=O)[nH]c1=O,100,-5,6,-3,3,103,0,14,-12
O=C(CN1CCN(c2ccccc2F)CC1)c1ccc(O)cc1O,102,17,3,4,11,106,1,12,6
COc1ccc(/C=N/NC(=O)c2cc(-c3ccccc3OC)nc3ccccc23)cc1COC(C)=O,104,-4,4,-5,2,101,-1,3,-3
CCCn1nnnc1SCC(=O)N1CCCCC1,104,-14,1,4,4,98,0,-1,-13
CCOC(=O)/C=C1\SCC(=O)N1CC(=O)NC1CCCCC1,98,-1,2,3,18,100,8,11,-16
COc1ccccc1CNC(=O)C(C)Oc1ccccc1 (stereo not given),100,2,3,-2,-4,98,2,10,10
COc1cc(NC(=O)CSc2nnnn2C2CCCC2)cc(OC)c1,106,-1,12,-4,20,110,1,2,-9
COc1ccc(/C=C2\SC(=S)N(CC(=O)NCCO)C2=O)cc1,102,23,2,-2,6,99,-2,-3,-8
CCOC(=O)CCNC(=O)N1CCCC(C(=O)c2ccccc2SC)C1 (stereo not given),105,-10,-6,9,20,99,-1,-9,-11
O=C(NNC(=O)C1CCCO1)c1ccc(Br)cc1 (stereo not given),102,-2,-1,5,-14,102,3,8,-1
CCN(CC)C(=O)CN(C#N)c1nc(C)cc(C)n1,101,-3,6,5,9,116,0,11,0
Cc1ccc(N(CC(=O)N/N=C/c2cccc(Br)c2)S(C)(=O)=O)cc1,108,0,-1,-16,-8,106,27*,29,0
COc1ccccc1C(=O)NC(C)c1ccc(-n2ccnc2)cc1 (stereo not given),102,4,2,-2,2,99,7,-8,-21
O=C(Nc1nnc(S(=O)(=O)N2CCOCC2)s1)c1ccc(F)cc1,96,-6,-1,7,17,95,0,10,-11
Cc1ccc(-n2nnc3c(=O)oc4ccccc4c32)cc1,101,-6,-1,-2,22,97,3,-5,5
O=C(CNC(=O)c1ccc(Br)cc1)OCc1cc([N+](=O)[O-])cc2c1OCOC2,100,-1,-6,-2,-14,91,3,2,-3
CCC1CCC(C(=O)NC(C(=O)Nc2ccc3c(c2)OCCO3)C(C)C)CC1 (stereo not given),86,-10,-3,4,8,92,4,17,-5
COc1cccc(-n2nc(-c3ccnn3-c3ccccc3)c(=O)n(C)c2=O)c1,99,2,-4,7,12,97,1,2,-15
CCN(CC)C(=O)CSc1nc2ccccc2c(=O)n1-c1cccc(OC)c1,102,6,1,0,20,104,-2,21,-11
N#CC1=C(N)N(c2ncn[nH]2)C2=C(C(=O)CCC2)C1c1ccccc1 (stereo not given),99,5,-1,-2,8,99,5,9,-4
COc1ccc(OCC(=O)NCCc2c[nH]c3ccccc23)cc1,85,1,-13,-1,0,75,-5,5,-9
Cc1ccc(C(=O)Nc2ccsc2C(=O)O)cc1,96,1,-2,-6,8,94,13,-2,-3
O=c1c2oc3ccccc3c2ncn1Cc1ccccc1F,104,3,3,0,-11,104,4,4,-10
Cc1ccc(OCC(=O)O/N=C(\N)Cc2ccc([N+](=O)[O-])cc2)cc1C,95,0,-18,7,-35,102,7,/,3
COC(=O)c1ccc(C(=O)OC)c(NC(=O)C(C)(C)C)c1,109,-9,-1,-1,14,103,-2,1,-3
O=C(CSCc1c(Cl)cccc1Cl)Nc1ccc2c(c1)OCCO2,93,2,-2,4,4,92,3,40,1
CCN1CCN(C(c2ccccc2F)c2nnnn2Cc2ccc3c(c2)OCO3)CC1 (stereo not given),107,-2,4,1,32,107,4,3,-8
Cc1ccc2c(Cl)cc(Cl)c(OCC(=O)Nc3ccc(C)c(S(=O)(=O)N(C)C)c3)c2n1,97,2,3,/,7,96,1,22,4
O=C(c1c[nH]c(C(=O)C(Cl)(Cl)Cl)c1)c1ccccc1F,101,1,4,1,-4,102,7,-10,11
O=C(O)CCCCCN1C(=O)C(O)=C(C(=O)/C=C/c2ccccc2)C1c1ccccc1[N+](=O)[O-] (stereo not given),88,4,-13,4,6,81,5,-2,-6
CC(=O)c1c(C)nc(Nc2nc(C)c3cc(C)ccc3n2)nc1C,99,-5,-12,5,24,88,3,10,4
CC1C(=O)N2CCCc3cc(S(=O)(=O)NCc4ccccc4Cl)cc1c32 (stereo not given),94,0,-3,5,/,92,0,24,2
O=[N+]([O-])c1cc(CN2CCN(c3ccccc3)CC2)c(O)c2ncccc12,99,1,0,-1,-48,103,4,-10,-1
COc1ccccc1C(=O)Nc1ccnn1C1CCN(C/C=C/c2ccccc2)CC1,108,-4,12,3,14,117,-6,15,12
CCCc1n[nH]c(=O)c2c1nnn2Cc1ccccc1F,107,-10,10,4,-3,110,7,10,-7
Cc1c(C(=O)O)oc2c1C(=O)CC(C)(C)C2,103,0,1,-2,7,102,2,4,-5
O=C(O)C1=C[C@@H](c2csc3ccccc23)C[C@@H](OCCCCO)O1,97,2,4,3,15,92,0,1,-5
COc1cc(SC)ccc1C(=O)NCCN1CCOCC1,91,-12,-8,9,27,91,1,15,-4
COc1cc(N=Cc2c(CO)cnc(C)c2O)cc(OC)c1OC,105,35*,2,0,7,99,2,1,-10
Cc1cccc(NC(=S)NCCSc2ccc(Cl)cc2)c1,72,0,-13,8,4,87,10,9,2
COc1cccc(OC)c1C(=O)NCCOc1cc(C)cc(C)c1,98,0,-1,2,-3,98,4,10,8
O=C(CN1C(=O)S/C(=C\C=C\c2ccccc2)C1=O)NC1CCS(=O)(=O)C1 (stereo not given),101,4,0,1,-7,100,2,13,4
COC(=O)c1cc(=O)n(CCc2ccccc2F)c(=Nc2ccc(F)c(Cl)c2)s1,109,3,8,0,0,106,0,6,-11
CN(C)CCCNC(=O)c1ccc(-c2ccccc2)cc1,94,-5,0,4,23,102,-4,6,4
O=C(CCS(=O)(=O)c1ccccc1)Nc1nc(-c2ccc(F)cc2)cs1,116,-2,18,4,12,110,0,/,-18
CCCCN(CC)S(=O)(=O)N1CCC(C(=O)NCc2ccc(F)cc2)CC1,103,2,4,6,26,100,5,/,2
Cn1cccc1C(=O)NS(=O)(=O)c1ccccc1Cl,105,7,6,4,24,106,-1,-94,-9
CCOC(=O)c1c(-c2ccc(OC)cc2)csc1NC(=O)CSc1nnc(C)c(=O)[nH]1,98,-4,-2,4,22,92,0,3,2
CN1CCN(C(=O)CN(C2CCCCC2)S(=O)(=O)c2ccccc2)CC1,101,-2,3,6,10,102,/,7,-13
O=C(Nc1ccc2[nH]c(=O)[nH]c2c1)c1cc(F)c(F)cc1Cl,103,-6,2,5,23,99,-1,/,3

# More structures.
SMILES,MEKK3 PB1 HTS,PfM18AAP inh,MEKK2 mut-MEK5,IDE cell activ,UBC9 SUMO inh,MEKK2wt PB1 HTS,IDE cell inh,NALP1 inh,pCIP destab
Cc1nn(-c2ccccc2)c(Cl)c1/C=N/Nc1ccc(Cl)c(C(=O)O)c1,96,3,-2,9,-5,94,3,27,4
CN(C)/C=C1\C(=O)Nc2ccccc21,106,18,13,5,19,108,5,-6,-3
Cc1occc(=O)c1OCc1c(F)cccc1Cl,100,-7,-1,5,2,97,4,22,-6
Cc1ccc(C)c(OCc2nnc(SCC(=O)NCc3ccc4c(c3)OCO4)o2)c1,103,-1,-1,-2,2,102,10,8,-2
Cc1nn(Cc2ccccc2)c(C)c1NC(=O)CSc1nc2sc3c(c2c(=O)n1C)CCC3,94,-1,-4,/,/,91,5,/,/

# Compounds shown so far that have fluorine, in the order listed:
SMILES,MEKK3 PB1 HTS,PfM18AAP inh,MEKK2 mut-MEK5,IDE cell activ,UBC9 SUMO inh,MEKK2wt PB1 HTS,IDE cell inh,NALP1 inh,pCIP destab
O=C(CN1CCN(c2ccccc2F)CC1)c1ccc(O)cc1O,102,17,3,4,11,106,1,12,6
O=C(Nc1nnc(S(=O)(=O)N2CCOCC2)s1)c1ccc(F)cc1,96,-6,-1,7,17,95,0,10,-11
O=c1c2oc3ccccc3c2ncn1Cc1ccccc1F,104,3,3,0,-11,104,4,4,-10
CCN1CCN(C(c2ccccc2F)c2nnnn2Cc2ccc3c(c2)OCO3)CC1 (stereo not given),107,-2,4,1,32,107,4,3,-8
O=C(c1c[nH]c(C(=O)C(Cl)(Cl)Cl)c1)c1ccccc1F,101,1,4,1,-4,102,7,-10,11
CCCc1n[nH]c(=O)c2c1nnn2Cc1ccccc1F,107,-10,10,4,-3,110,7,10,-7
COC(=O)c1cc(=O)n(CCc2ccccc2F)c(=Nc2ccc(F)c(Cl)c2)s1,109,3,8,0,0,106,0,6,-11
O=C(CCS(=O)(=O)c1ccccc1)Nc1nc(-c2ccc(F)cc2)cs1,116,-2,18,4,12,110,0,/,-18
CCCCN(CC)S(=O)(=O)N1CCC(C(=O)NCc2ccc(F)cc2)CC1,103,2,4,6,26,100,5,/,2
O=C(Nc1ccc2[nH]c(=O)[nH]c2c1)c1cc(F)c(F)cc1Cl,103,-6,2,5,23,99,-1,/,3
Cc1occc(=O)c1OCc1c(F)cccc1Cl,100,-7,-1,5,2,97,4,22,-6
